# rCAG binder: binds r(CAG) RNA repeats; r(CAG) RNA repeat, TO-PRO-1 dye displacement fluorescence; inhibition, % at 3 µM; 370,000 compounds, 1.3% hits;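 active = inhibition above the plate cutoff, the mean of all test compounds on that plate plus 3 SD, cut at about 35% in these data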;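 also: 0% = DMSO alone and 100% = 100 µM mitoxantrone as full dye displacement; higher means more dye released from RNA so lower well fluorescence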
# NPR1 activator: GC-A (human) enzyme activation; P16066; activation, % at 10 µM; 370,000 compounds, 0.14% hits; AID 1671463; HEK293 GC-A cells, cGMP TR-FRET, EC30 ANP; 0% at EC30 ANP, 100% saturating ANP; in the data active = activation above about 40%
# HTRA1 inh: inhibitors of human serine peptidase HTRA1 | AID 504803 | recombinant HTRA1, FP-rhodamine activity-based probe, fluorescence polarization | 340,000 compounds, 0.5% hits | inhibition, % at 5.96 µM | Q92743; in the data active = inhibition above about 36%;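 also: 0% = enzyme with DMSO and 100% = wells lacking enzyme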
# ABHD4 inh: ABHD4 (mouse) inhibition, primary FP screen; purified mABHD4, FP-Rh probe fluorescence polarization; AID 720543; inhibition, % at 8.92 µM; 370,000 compounds, 0.54% hits;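 active = inhibition exceeding the mean over every tested compound plus 3 SD, cut at about 30% in these data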;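 also: 0% = plate median of compound wells and 100% = S159A mutant with DMSO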
#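 Test system: mouse ABHD4 enzyme, wild type. Reagent: FP-Rh fluorescent activity-based probe, added after compound pre-incubation. Timing: pre-incubation 45 min, probe exposure 60 min, at 25 °C. Technique: FP readout, ex 525 nm / em 598 nm. Benchmarks: high control S159A mutant with DMSO, low control median of compound wells.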
# NPR2 activator: GC-B (human) receptor activation; P20594; HEK293-GC-B cells, CNP EC30, cGMP TR-FRET; 0% at EC30 CNP, 100% saturating CNP; activation, % at 10 µM; 370,000 compounds, 0.11% hits; AID 1920062;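 active = activation at 10 µM reaching about 35% in either raw or pattern-adjusted values, limit read from the data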
# PG9 binder: PG9 antibody binding by small molecule | 360,000 compounds, 0.43% hits | TR-FRET gp120-PG9 antibody binding | inhibition, % at 6.7 µM; in the data active = inhibition above about 8.5%
# ARFGAP1 inh: inhibits rat ARF GTPase activating protein 1. Q62848. Arfgap1-stimulated ARF1 GTP hydrolysis, GDP FP detection. inhibition, % at 16.5 µM. 360,000 compounds, 0.26% hits;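 active = inhibition above a per-plate limit, mean inhibition of low control wells plus 3 SD, cut at about 25% in these data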;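 also: 0% = DMSO wells with enzyme and 100% = wells lacking Arfgap1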
#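 Material: rat Arfgap1 GAP domain (His6, aa 1-136), purified enzyme. Also added: human ARF1(Δ1-17)-GTP substrate. Compound dosing: 16.5 µM single point, 1.26% DMSO. Timing: enzyme reaction 120 min at 25 °C after 20 min preincubation. Signal: GDP detection by fluorescence polarization. Read-out basis: percent inhibition of GAP-stimulated GDP formation, scaled between DMSO and no-Arfgap1 medians.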
# SMARCA2 activ: activators of SMARCA2 function; MG213 cells, MMTV-luciferase reporter, dexamethasone, overnight; activation, % at 9.1 µM; 370,000 compounds, 1% hits; in the data active = activation above about 7.8%;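 also: 0% = vehicle wells and 100% = reference activator wells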
# NR1D1 modulator: modulators of human Rev-erb alpha DNA binding; P20393; Rev-erbα–FITC-DNA binding, fluorescence polarization, 90 min; activity, % at 10 µM; 370,000 compounds, 0.79% hits; AID 1259318;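 active = activity above about 14%, limit read from the data; passing the limit was not always enough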;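 also: 0% = DMSO wells with 35 nM protein and 100% = DMSO wells with 750 nM protein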
# Target sequence (P20393 whole entry, looked up): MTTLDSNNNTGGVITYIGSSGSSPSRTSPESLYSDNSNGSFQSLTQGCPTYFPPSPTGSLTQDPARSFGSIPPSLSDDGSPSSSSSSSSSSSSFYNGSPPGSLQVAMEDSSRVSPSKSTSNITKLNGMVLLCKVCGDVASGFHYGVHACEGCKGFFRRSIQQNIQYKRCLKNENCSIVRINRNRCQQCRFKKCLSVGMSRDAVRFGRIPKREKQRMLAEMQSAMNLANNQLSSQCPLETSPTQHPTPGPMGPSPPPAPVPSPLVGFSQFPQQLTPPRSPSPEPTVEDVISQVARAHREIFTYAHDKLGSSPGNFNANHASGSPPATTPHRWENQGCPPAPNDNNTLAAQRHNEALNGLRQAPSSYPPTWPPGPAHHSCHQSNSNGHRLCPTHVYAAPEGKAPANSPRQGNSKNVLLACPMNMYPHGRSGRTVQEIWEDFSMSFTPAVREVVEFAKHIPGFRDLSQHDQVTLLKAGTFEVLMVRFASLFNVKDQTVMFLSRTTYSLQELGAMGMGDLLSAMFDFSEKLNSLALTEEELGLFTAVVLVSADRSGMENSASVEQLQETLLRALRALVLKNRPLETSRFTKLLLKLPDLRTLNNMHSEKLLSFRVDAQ
# ASAP1 inh: ASAP1 ArfGAP inhibition | ASAP1-stimulated ARF1 GTP hydrolysis, GDP FP detection | Q9ULH1 | AID 624377 | 360,000 compounds, 0.19% hits | inhibition, % at 16.5 µM; in the data active = inhibition above about 25%;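 also: 0% = vehicle with enzyme and substrate and 100% = no enzyme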
# Target sequence (Q9ULH1 325-724 limits assumed): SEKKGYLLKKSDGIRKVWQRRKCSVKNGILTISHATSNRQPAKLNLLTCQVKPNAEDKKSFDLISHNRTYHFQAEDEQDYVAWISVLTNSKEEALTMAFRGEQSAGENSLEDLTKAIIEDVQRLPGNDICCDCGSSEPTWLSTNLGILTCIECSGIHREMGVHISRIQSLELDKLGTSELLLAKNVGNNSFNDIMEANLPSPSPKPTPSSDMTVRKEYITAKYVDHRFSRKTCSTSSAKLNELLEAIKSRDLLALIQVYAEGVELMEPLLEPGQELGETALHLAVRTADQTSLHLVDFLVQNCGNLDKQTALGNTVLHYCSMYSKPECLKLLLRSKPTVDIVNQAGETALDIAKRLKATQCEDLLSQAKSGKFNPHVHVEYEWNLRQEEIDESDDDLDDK
# Numbers without * were called inactive; x = no result given.
no.	Compound	rCAG binder	NPR1 activator	HTRA1 inh	ABHD4 inh	NPR2 activator	PG9 binder	ARFGAP1 inh	SMARCA2 activ	NR1D1 modulator	ASAP1 inh
1	CS(=O)(=O)N1CCC(C(=O)NCc2ccc(F)cc2Cl)CC1	1	7	-2	1	-2	-1.2	-2	1	6	-9
2	O=C(Nc1cc(S(=O)(=O)Nc2ccc(Cl)cc2)ccc1N1CCCCC1)c1ccc(F)cc1	5	2	-14	-11	4	-2.0	7	1	-4	2
3	CC(=O)N/C(=C\c1ccccc1)C(=O)OCC(=O)NC(C)C12CC3CC(CC(C3)C1)C2 (configuration not stated)	-7	-3	-22	3	4	-0.5	2	-4	-1	14
4	C[C@@H]1CCN(C2CC2)S(=O)(=O)c2c(cccc2N2CCC[C@@H]2CO)O1	3	0	x	4	-3	x	x	0	-3	x
5	O=C(c1ccccc1)N1CCN(C(=O)c2nn3c(C(F)(F)F)cc(-c4ccco4)nc3c2Br)CC1	30	3	6	20	-9	2.2	2	-1	-3	-10
6	COc1ccc(CC(N)c2csc(NC(=O)C(c3ccccc3)c3ccccc3)n2)cc1 (configuration not stated)	13	0	x	-6	2	-0.4	7	1	3	-5
7	COc1ccc(CC(NC(C)=O)C(=O)N2CCN(C(=O)Nc3cccc(Cl)c3)CC2)cc1OC (configuration not stated)	-8	5	0	6	6	1.6	3	0	2	-1
8	CN(C)S(=O)(=O)c1ccc(N2CCCC2=O)c([N+](=O)[O-])c1	-3	-1	0	2	2	0.2	3	2	-1	-2
9	Cc1ccc(-n2c(-c3ccccc3)c[nH]c2=S)cc1	3	-16	5	5	-12	2.0	5	0	4	-8
10	Cc1cccc(C)c1NC(=O)COC(=O)CN1C(=O)C2CCCCC2C1=O (configuration not stated)	1	0	5	7	1	1.0	4	3	-2	6
11	Cc1cc([N+](=O)[O-])ccc1NC(=O)c1sc2ncn(CC(=O)N3CCOCC3)c(=O)c2c1C	4	6	-2	3	4	0.8	-10	-2	0	1
12	COc1cccc(OC)c1C(=O)Nc1ccc2nc(C)c(C)nc2c1	-2	4	4	8	4	-1.1	-17	2	-3	7

# Pulled by compound from the entries so far:
no.	Compound	rCAG binder	NPR1 activator	HTRA1 inh	ABHD4 inh	NPR2 activator	PG9 binder	ARFGAP1 inh	SMARCA2 activ	NR1D1 modulator	ASAP1 inh
6	COc1ccc(CC(N)c2csc(NC(=O)C(c3ccccc3)c3ccccc3)n2)cc1 (configuration not stated)	13	0	x	-6	2	-0.4	7	1	3	-5
3	CC(=O)N/C(=C\c1ccccc1)C(=O)OCC(=O)NC(C)C12CC3CC(CC(C3)C1)C2 (configuration not stated)	-7	-3	-22	3	4	-0.5	2	-4	-1	14
1	CS(=O)(=O)N1CCC(C(=O)NCc2ccc(F)cc2Cl)CC1	1	7	-2	1	-2	-1.2	-2	1	6	-9
9	Cc1ccc(-n2c(-c3ccccc3)c[nH]c2=S)cc1	3	-16	5	5	-12	2.0	5	0	4	-8

# Single entries from the list:
# ABHD4 inh result of entry 9 is entered as 5
# SMARCA2 activ result of entry 11 is entered as -2

# Carrying on:
no.	Compound	rCAG binder	NPR1 activator	HTRA1 inh	ABHD4 inh	NPR2 activator	PG9 binder	ARFGAP1 inh	SMARCA2 activ	NR1D1 modulator	ASAP1 inh
13	CCOc1cccc(/C(O)=C2/C(=O)C(=O)N(CCOC)C2c2ccco2)c1 (configuration not stated)	0	-3	10	2	2	1.4	-3	-3	1	11
14	COC(=O)c1cccc(-c2ccc(C(c3c(C)[nH][nH]c3=O)c3c(C)[nH][nH]c3=O)o2)c1	23	2	8	3	1	-4.5	32*	-4	8	26*
15	CN(c1ccccc1)S(=O)(=O)c1cccc(NC(=O)C2=NNC(=O)CC2)c1	9	1	-4	3	2	-0.9	-7	-3	-5	3
16	Cc1cc(C)c(S(=O)(=O)N2C[C@H]3CON(C)[C@H]3C[C@H]2c2ccc(N3CCCCC3)cc2)c(C)c1	-1	3	x	-32	2	-0.6	3	-3	-4	2
17	O=C(CCNS(=O)(=O)c1cccc2nsnc12)NCc1ccccc1Cl	-3	-2	6	2	-1	0.3	17	-1	4	8
18	O=C(O)c1cccc(NCc2ccncc2)c1	-2	x	x	3	x	0.6	-11	-2	x	-3
19	COc1cccc(N2C(=O)CC(N3CCN(S(=O)(=O)c4ccccc4[N+](=O)[O-])CC3)C2=O)c1 (configuration not stated)	10	0	7	0	0	-0.4	6	1	2	-25
20	Cc1cccc(C)c1-n1nnnc1C(c1cc2ccccc2o1)N1CCN(C/C=C/c2ccccc2)CC1 (configuration not stated)	8	-4	x	-3	1	-0.6	1	-7	-7	3
21	S=C(NCCCN1CCOCC1)N1CCN(c2nc(-c3ccccc3)cs2)CC1	-5	2	0	5	-11	-0.2	11	-1	-4	5
22	O=[N+]([O-])c1ccc(C(O)CN2CCOCC2)cc1 (configuration not stated)	0	-1	3	10	-1	-3.1	3	-1	-1	-9
23	Cc1nnc(SCC(=O)NNC(=O)c2ccc(Cl)cc2)n1CC1CCCO1 (configuration not stated)	4	-2	0	1	-1	-0.8	-4	-1	7	-4
24	CC12C(=O)N(c3cccc(OC(=O)c4ccco4)c3)C(=O)C1C1c3ccccc3C2c2ccccc21 (configuration not stated)	-2	-4	15	-8	2	-1.9	-8	-2	1	-10
25	CCSc1nc(N2CCOCC2)c2c(c1C#N)CCCC2	0	-27	-42	-7	-22	-0.1	-3	2	6	-4
26	Cc1ccc(Nc2nc(-c3ccc(O)cc3O)cs2)nc1	36*	-6	37*	14	-5	-1.8	12	8	3	21
27	Nc1nc(Nc2ccc(Cl)cc2)nc2ccccc12	5	-5	-10	-6	-12	-0.7	4	6	-4	19
28	CN(C)c1nc(Cl)nc2c1nc(Cl)n2C1CCCCO1 (configuration not stated)	-1	3	-1	4	6	-1.6	-4	4	4	11
29	CN(CCc1ccccc1)C(=O)c1ccc(NC(=O)Cc2ccc(NC(=O)C3CCCN(C(=O)c4ccccc4)C3)cc2)cc1 (configuration not stated)	5	8	-20	1	3	-0.3	11	-3	4	-6
30	c1ccc(-c2nc3cccnc3nc2-c2ccccc2)cc1	-7	-4	-1	1	1	-1.4	-13	-1	-5	-7
31	O=C(O)CSc1cc(C(F)(F)F)nc(-c2ccccn2)n1	1	-3	11	3	11	-2.5	1	5	-1	-11
32	CCOC(=O)c1sc2nc(N3CCOCC3)c3c(c2c1N)CCN(Cc1ccccc1)C3	4	10	0	0	1	-2.8	-3	-3	6	8
33	Cc1ccc2c(c1)nnn2C1CCN(CC(=O)Nc2ccc3c(c2)OCCO3)CC1	-3	-3	-6	-9	-5	1.1	-7	-4	2	-2
34	CC1CN(S(=O)(=O)c2cccc(C(=O)NCc3ccc4c(c3)OCO4)c2)CC(C)O1 (configuration not stated)	-3	0	-7	10	2	-1.5	6	-3	0	-8
35	Cc1nn(C)c(C)c1CN(C)S(=O)(=O)c1ccc2ccccc2c1	1	3	3	6	5	1.5	4	-6	-2	10
36	O=C(Cc1ccc([N+](=O)[O-])cc1)NCCc1ccc2c(c1)OCO2	1	1	3	3	2	-0.7	6	5	-2	2
37	COCCNc1ncnc2c1ncn2[C@H]1CN(Cc2ccc3c(c2)OCO3)C[C@@H](CO)O1	0	-2	x	5	-3	3.3	-9	-4	0	6
38	Cc1ccc(-c2nc3c(Cl)cc(C(F)(F)F)cn3c2Cc2ccccc2C(F)(F)F)cc1	35*	3	x	-25	0	0.2	-1	-2	1	2
39	Cc1cc(O)cc(O)c1C(=O)Cc1ccccc1	1	-2	6	-5	1	1.5	14	-2	-2	6
40	COc1ccc(N=c2scc(C)n2CCCN2CCCC2=O)cc1	-4	3	2	6	0	-1.4	6	-2	-1	-10
41	COC(=O)c1ccccc1NC(=O)c1noc2c1CCCC2	7	8	-17	-3	-6	-2.5	-10	7	-5	2
42	CCOC(=O)c1nn(-c2ccccc2F)c2nc(Nc3ccccc3)cc(=O)n12	0	1	-31	-1	2	-0.2	-6	0	-7	-9
43	CCN(CC(=O)Nc1ccccc1OC)C(=O)CN1C(=O)NC(C)(c2ccc(C)cc2)C1=O (configuration not stated)	5	3	-4	4	3	-0.3	-10	-4	1	4
44	CCOC(=O)COc1ccc(/C=C2/SC(=Nc3ccccc3)N(Cc3cccnc3)C2=O)cc1OC	9	18	-9	-3	-2	0.8	15	-1	-12	-2
45	CC(=O)Nc1ccc(C(/C=C/c2ccccc2)Cc2ccccc2)cc1 (configuration not stated)	7	6	x	-32	-1	x	x	-5	-1	x
46	COc1ccc(C(=O)O/N=C2\CCS(=O)(=O)c3sccc32)cc1	-3	-1	5	4	-2	-0.2	5	-4	4	13
47	COc1ccc(C(=O)OCC(=O)Nc2ccc3[nH]c(=O)[nH]c3c2)c(OC)c1OC	-1	-1	2	-1	-2	-0.5	2	0	2	-20
48	O=C(Cn1cnc2c(oc3ccccc32)c1=O)N1CCN(c2ccccc2)CC1	0	0	-4	1	0	0.1	6	0	-3	-1
49	O=c1c2c(-c3cccs3)csc2ncn1/N=C/c1ccccn1	-1	6	0	-4	0	0.8	12	1	0	21
50	O=C(CNC(=O)C(c1ccccc1)c1ccccc1)N/N=C/c1ccc(O)c([N+](=O)[O-])c1	44*	0	2	17	0	-0.6	-6	-1	13	-3
51	CCOC(=O)C(=O)NNc1cccc(C)c1C	5	-3	1	6	5	1.5	2	-4	0	0
52	COc1cc(CN2CCN(Cc3c[nH]c4ccccc34)CC2CCO)cc(OC)c1 (configuration not stated)	-9	-14	-7	1	-8	-1.1	3	-2	6	-4
53	Cc1ccccc1NC(=O)c1sc(NC(=O)COc2ccccc2)c(C#N)c1C	6	16	-5	-1	14	34*	3	-2	74*	6
54	O=C(NCC(c1cccnc1)N1CCOCC1)c1cccs1 (configuration not stated)	2	0	6	3	-1	-1.4	11	0	4	-6
55	O=C(NC(=S)Nc1nc(-c2cccc([N+](=O)[O-])c2)cs1)c1ccccc1Cl	5	-2	x	4	0	-1.1	3	-3	7	3
56	COc1ccc(/C=N/NC(=O)c2nc(-c3ccccc3)cc(-c3ccccc3)n2)cc1OC	11	8	-66	-35	1	0.7	12	2	0	8
57	Cc1ccc(-c2c(C)n([O-])c3c([n+]2=O)CCCCC3)o1	0	-3	13	4	-1	-2.1	1	3	-4	-15
58	C=CCOc1ccnc(-c2ccccc2)n1	3	0	2	5	6	-2.1	-8	4	16	1
59	NC(=O)c1cnn(Cc2ccc(Cl)cc2)c1N	0	1	6	5	-2	1.1	12	-3	-2	5
60	COc1ccc(C(=O)N2CCN(c3ncccn3)CC2)cc1[N+](=O)[O-]	-4	-1	-9	-4	5	0.1	4	0	-2	5

# Arranged by value in PG9 binder (falling): some entries from above.
entry | smiles | PG9 binder
49 | O=c1c2c(-c3cccs3)csc2ncn1/N=C/c1ccccn1 | 0.8
56 | COc1ccc(/C=N/NC(=O)c2nc(-c3ccccc3)cc(-c3ccccc3)n2)cc1OC | 0.7
52 | COc1cc(CN2CCN(Cc3c[nH]c4ccccc34)CC2CCO)cc(OC)c1 (configuration not stated) | -1.1

# Bioassay records (PubChem)
